Yeast growth tox: Inhibits yeast growth, turbidity readout. S. cerevisiae wild-type growth, A595 turbidity, 16 h. growth inhibition, % at 25 µM (by protocol). actives 0.3% (n = 30,000). AID 685;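 active = mutant and wild-type yeast strains alike exhibit over 30% growth inhibition; inconclusive = a strain exceeds 50% while the second remains under 30%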;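 also: 0% = untreated cell controls and 100% = YPD media blanks without cells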
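System – wild-type and eIF2Bepsilon-R284H mutant S. cerevisiae, screened separately · Measured by – absorbance at 595 nm (turbidity) · Timing – 16 h compound exposure during growth at 30 °C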
eIF2B yeast act: eIF2B (yeast) activity modulation; actives 0.91% (n = 27,000); inhibition, % at 25 µM (by protocol); S. cerevisiae eIF2B-epsilon R284H, GCN4-lacZ luminescence;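 active = mutant luminescence inhibited past about 50% while wild type luminescence and mutant growth stay under set limits, limit read from the data; inconclusive = mutant versus wild type luminescence inhibition gap past a set limit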; also: some compounds called inactive have numbers as strong as hits
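Material: yeast eIF2B-epsilon R284H mutant carrying GCN4–beta-galactosidase fusion. Medium: YPD yeast growth medium. Incubation: 16 h growth with compound at 30 °C, 90 min Beta-Glo step. Signal: Beta-Glo luminescence plus absorbance at 595 nm. Evaluation: % inhibition of reporter signal and growth versus controls. Doses: 25 µM single dose.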
Yeast growth tox inhibition %: second read-out of Yeast growth tox, no call of its own (marks repeat the call); growth inhibition, %; S. cerevisiae eIF2Bepsilon-R284H mutant growth, A595 turbidity, 16 h;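 each compound tested once at 25 µM; 0% equals untreated cells and 100% equals cell-free medium blanks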
eIF2B yeast act mutant toxicity: further read-out of eIF2B yeast act, marked with its call; growth inhibition, %; measured here: mutant yeast growth, toxicity;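 each compound tested once at 25 µM; zero equals untreated control growth and 100 equals blank medium absorbance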
Numbers without * were called inactive; ? = inconclusive; nt = no result given. An excerpt; the hit share may differ from the screen's.

No.	SMILES	Yeast growth tox	Yeast growth tox inhibition %	eIF2B yeast act	eIF2B yeast act mutant toxicity
1	Cc1cc(C(C#N)c2cccc(Cl)c2)n2ncnc2n1 (configuration not stated)	3	-5	17	-5
2	O=C(NC1CCCC1)C1CCCN1C(=O)Nc1ccccc1 (configuration not stated)	-23	7	-6	7
3	O=C(CCC1CCCCC1)Nc1c2c(nn1-c1ccc(F)cc1)CS(=O)C2 (configuration not stated)	14	15	19	15
4	O=C1c2ccccc2C(=O)N1Cc1nc(-c2ccccn2)no1	-3	10	-5	10
5	CCC(C)Nc1nc(-c2cccc(OC)c2O)nc2ccccc12 (configuration not stated)	-10	-23	16	-23
6	O=C(COC(=O)c1ccccc1Nc1ccccc1)NCc1ccco1	-15	-17	9	-17
7	CCOC(=O)c1sc(C(=O)OCC)c(OCCO)c1OCCO	2	0	-17	nt
8	Cc1nc(SCc2nc3ccccc3[nH]2)c2oc3ccccc3c2n1	7	19	22	19
9	Cc1ccc(C)n1NC(=O)c1ccc(Cl)cc1	20	22	-1	22
10	COCCCNc1oc(-c2ccccc2OC)nc1C#N	23	15	-7	15
11	O=C(COc1cccc(NC(=O)c2ccco2)c1)c1ccc(F)cc1	20	-5	-10	-5
12	CC1(C)CC(=O)C2=C(C1)NC(=O)CC2c1ccccc1F (configuration not stated)	10	-9	22	-9
13	CN(C)c1nc(N(C)C)nc(N2CCCCC2)n1	-5	0	-18	nt
14	C=CCc1cccc(Cl)c1OCCON1C(=O)CCC1=O	-7	27	27	27
15	Cc1cc(C)cc(OCc2nnc(SCC(=O)N3CCN(c4ccccc4)CC3)o2)c1	-24	-23	39	-23
16	c1ccc(-c2noc(CSc3nc4ccccc4o3)n2)cc1	-1	-5	-19	-5
17	O=C(CSc1ccc2ccccc2c1)Nn1cnnc1	16	9	nt	nt
18	COc1ccccc1NC(=S)NNC(=O)c1ccc(Cl)cc1Cl	-5	-18	19	-18
19	CCOC(=O)c1cc2n(n1)C(C(F)(F)F)CC(C)N2 (configuration not stated)	-14	-11	nt	nt
20	O=C(O)c1cccc(S(=O)(=O)N2Cc3ccccc3C2)c1	-3	47	32	47
21	O=C(c1ccc2snnc2c1)N1CCCCC1	-8	-7	14	-7
22	COc1ccccc1CN(Cc1nc2ccccc2c(=O)[nH]1)S(=O)(=O)c1ccc2ccccc2c1	1	-3	4	-3
23	COC(=O)c1ccccc1NC(=O)CSc1nnc(-c2ccc(OC)cc2)n1C	21	-4	3	-4
24	O=C(O)C1C(c2ccccc2)C(C(=O)N2CCOCC2)C1c1ccccc1 (configuration not stated)	nt	nt	-9	nt
25	O=S(=O)(c1ccc2c(c1)OCCO2)N1CCN(c2cccc(Cl)c2)CC1	5	-2	nt	nt

Two compounds from above, limited to Yeast growth tox inhibition %:
#	Compound	Yeast growth tox inhibition %
7	CCOC(=O)c1sc(C(=O)OCC)c(OCCO)c1OCCO	0
20	O=C(O)c1cccc(S(=O)(=O)N2Cc3ccccc3C2)c1	47

The list continues:
No.	SMILES	Yeast growth tox	Yeast growth tox inhibition %	eIF2B yeast act	eIF2B yeast act mutant toxicity
26	O=C(Cn1cc(C(=O)c2cccs2)c2ccccc21)NCc1cccs1	1	-14	14	-14
27	Clc1ccc(Cn2ncc3c(N4CCCC4)ncnc32)cc1	nt	nt	4	nt
28	O=S(=O)(NCCc1ccc2c(c1)OCCO2)c1cccs1	20	11	23	11
29	Cc1nc(NC(C)c2ccccc2)c2c3c(sc2n1)CCC3 (configuration not stated)	16	18	nt	nt
30	O=C(O)CC(C(=O)OCC1CCCO1)N1CCOCC1 (configuration not stated)	-9	-7	-12	-7
31	Cn1nnnc1SCC(=O)NCc1ccccc1	18	0	8	nt
32	COCCN(CCOC)Cc1cc(=O)oc2cc3c(cc12)CCC3	22	-7	9	-7
33	O=C(Nc1cc(C(F)(F)F)ccc1Cl)C1CCN(c2nnc(-n3cccc3)s2)CC1	-24	0	4	nt
34	O=C(c1cc2sccc2n1Cc1ccc(F)cc1)N1CCc2ccccc21	-3	13	27	13
35	Cc1nc2nc(Cc3ccccc3)nn2c(C)c1Cl	8	8	-17	8
36	N#CCCn1cnc2c(=S)nc[nH]c21	7	9	-7	9
37	CCC1(C)Cc2ccccc2-c2nc3n(c(=O)c21)CCCCC3 (configuration not stated)	1	-3	17	-3
38	CCOC(=O)c1cnn2c(C(F)(F)F)cc(-c3ccccc3)nc12	-23	8	-9	8
39	CCCCOc1cccc(C(=O)N(Cc2ccco2)C2CCS(=O)(=O)C2)c1 (configuration not stated)	17	-4	-15	-4
40	Cc1cc(C)n(-c2ccc(C(=O)Nc3nc4ccccc4s3)cc2)n1	-11	8	-18	8
41	Cc1cc(-c2csc(N)n2)c(C)n1CCC(C)C	1	5	-13	5
42	O=C(O)C1CCCCC1C(=O)NCCc1cccc(Cl)c1 (configuration not stated)	-2	-9	-10	-9
43	CCOC(=O)C1CCCN(C(=O)c2ccc3c(c2)OCO3)C1 (configuration not stated)	-9	0	11	nt
44	Cc1cc(C)n2ncnc2n1	-27	0	-2	nt
45	CC12CC3CC(C)(C1)CC(C(=O)NC1=NCCS1)(C3)C2	34	9	nt	nt
46	C=CCC(c1ccccc1F)N(CCN1CCOCC1)C(=O)Nc1cccc(Cl)c1 (configuration not stated)	-8	-5	28	-5
47	O=C(N1CCOCC1)C12CC3CC(C1)CC(c1ccccc1)(C3)C2	-10	-5	32	-5
48	O=C(NCC1CCCO1)C1c2ccccc2C(=O)N1C1CCCCCCC1 (configuration not stated)	7	-10	nt	nt
49	CCOc1cc(S(=O)(=O)N2CCCCC2)ccc1Cl	-5	0	3	nt
50	COC(=O)c1ccc(C)c(NC(=O)c2nn(C)c(=O)c3ccccc23)c1	1	-3	22	-3

Pulled by compound from above:
No.	SMILES	Yeast growth tox	Yeast growth tox inhibition %	eIF2B yeast act	eIF2B yeast act mutant toxicity
26	O=C(Cn1cc(C(=O)c2cccs2)c2ccccc21)NCc1cccs1	1	-14	14	-14
44	Cc1cc(C)n2ncnc2n1	-27	0	-2	nt
45	CC12CC3CC(C)(C1)CC(C(=O)NC1=NCCS1)(C3)C2	34	9	nt	nt
46	C=CCC(c1ccccc1F)N(CCN1CCOCC1)C(=O)Nc1cccc(Cl)c1 (configuration not stated)	-8	-5	28	-5
47	O=C(N1CCOCC1)C12CC3CC(C1)CC(c1ccccc1)(C3)C2	-10	-5	32	-5

(continued)
No.	SMILES	Yeast growth tox	Yeast growth tox inhibition %	eIF2B yeast act	eIF2B yeast act mutant toxicity
51	O=C(CCS(=O)(=O)c1cccc2nsnc12)N1CCN(c2ccccc2F)CC1	12	12	nt	nt
52	c1coc(Cn2c(SCc3nc4ccccc4[nH]3)nnc2-c2cccs2)c1	-4	-13	-9	-13
53	O=C(Nc1nc(-c2ccc(Cl)cc2)cs1)c1cccnc1	12	-7	nt	nt
54	O=C(CSc1nnnn1-c1ccc2c(c1)CCC2)NCc1cccs1	2	-14	26	-14
55	Nc1ncnc2c1ncn2CCOc1ccccc1	-5	3	nt	nt
56	O=C(COc1ccccc1Br)NCc1ccccn1	0	16	16	16
57	CCOC(=O)N1CCN(C(c2cccnc2)c2ccc3cccnc3c2O)CC1 (configuration not stated)	2	12	nt	nt
58	O=c1c2ccccc2nc2c3ccccc3c3nncn3n12	-2	-5	16	-5
59	COc1cc(C2=NOC(C(=O)N3CCOCC3)C2)cc(OC)c1OC (configuration not stated)	-8	6	nt	nt
60	Cn1c2ccccc2c2c(C(=O)N3CCN(C(=O)c4ccco4)CC3)cn(C3CCCCC3)c(=O)c21	22	5	nt	nt
61	O=C(c1ccc(F)cc1)C1CCN(C(=O)c2ccncc2)CC1	-20	-5	36	-5
62	COc1ccc(OC)c(C(O)c2coc3ccc(O)c(CN4CCOCC4)c23)c1 (configuration not stated)	3	7	-21	7
63	CCC(CC)C(=O)Nc1cc(OC)c(OC)cc1C(=O)O	-12	-35	24	-35
64	COc1cc(NS(C)(=O)=O)c(OC)cc1NC(=O)c1cccc(F)c1	22	7	11	7
65	Cc1nc2ccccc2nc1N1CCOCC1	-3	8	11	8
66	Nc1ncnc(Nc2cccc(C(F)(F)F)c2)n1	4	5	-29	5
67	COCCNC(=O)C(c1cccs1)N(Cc1ccccc1)C(=O)Cn1nnc2ccccc21 (configuration not stated)	17	19	0	19
68	CC1CCN(S(=O)(=O)c2ccc(Cl)cc2Br)CC1	-4	-11	17	-11
69	CCCCSc1cnn(-c2ccccc2)c(=O)c1SCCCC	-12	-19	37	-19
70	COC(C(=O)Nc1ccc(F)c(F)c1)c1ccccc1 (configuration not stated)	19	-5	-2	-5
71	CC(C)Cc1ccc(C(C)C(=O)Nc2nccs2)cc1 (configuration not stated)	47	30	34	30
72	O=C(Nc1cccc(C(F)(F)F)c1)C12CC3CC(CC(C3)C1)C2	nt	nt	34	nt
73	CCOC(=O)CNC(=O)c1cc(C)oc1C	6	-8	3	-8
74	Cc1occc1C(=O)NCc1ccccn1	-5	13	-4	13
75	O=C(Nc1cc(C(=O)N2CCOCC2)cc(C(=O)N2CCOCC2)c1)c1cc(F)c(F)cc1Cl	17	-14	-25	-14

(list continues)
No.	SMILES	Yeast growth tox	Yeast growth tox inhibition %	eIF2B yeast act	eIF2B yeast act mutant toxicity
76	O=C(CSc1nnc(-c2cccnc2)n1-c1ccccc1)NCc1ccc2c(c1)OCO2	-10	3	22	3
77	CS(=O)(=O)N1CCN(c2ccccc2NC(=O)C(c2ccccc2)c2ccccc2)CC1	8	6	4	6
78	CC(C)Oc1ccc(C2CC(=O)N(c3ccccc3)C2=O)cc1 (configuration not stated)	10	8	nt	nt
79	CCCNC(=O)COC(=O)c1[nH]c(C)c(C(=O)OCC)c1C	3	12	nt	nt
80	O=C(CCNC(=O)c1ccc(Br)o1)NCc1ccc(Cl)cc1	6	4	16	4
81	Cc1nc(NC2=NCN(CCc3ccccc3)CN2)nc2ccccc12	11	-19	20	-19
82	Cc1ccc(S(=O)(=O)n2cc(-c3ccccc3)c(N)n2)cc1	2	26	22	26
83	Cc1cc(C)nc(N2CCCC(C(=O)NCc3cccc(C(F)(F)F)c3)C2)n1 (configuration not stated)	-28	-32	nt	nt
84	Cc1cc(NC(=O)CCCN2C(=O)c3cccnc3C2=O)no1	12	17	-12	17
85	C=C(Cl)COc1cc(C)cc2oc(=O)cc(CC)c12	-5	5	3	5
86	Cc1nc(N2CCN(Cc3ccc4c(c3)OCO4)CC2)c2oc3ccccc3c2n1	nt	nt	34	nt
87	CCCc1n[nH]c2c1C(=O)C(C(=O)OC)C(C)(C)C2 (configuration not stated)	-17	5	-63	5
88	CC(C)n1c(-c2cccs2)nc2ccccc21	14	15	15	15
89	COc1ccccc1CNC(=O)CCN1C(=O)COc2ccc(C)cc21	41	0	15	nt
90	Cc1cc(C)cc(Nc2ccc(C(=O)O)cc2N)c1	4	-21	8	-21
91	Cc1cccc(C)c1NC(=O)CN(C)CC(=O)Nc1cc(Cl)ccc1C#N	?	nt	20	-19
92	Cn1c(=O)c2c(nc(CN3CCC(C(N)=O)CC3)n2Cc2c(Cl)cccc2Cl)n(C)c1=O	-1	-10	20	-10
93	COC(=O)/C(=C\Nc1cccc(Cl)c1C)c1ncc(C(F)(F)F)cc1Cl	-7	6	-24	6
94	COc1ccc2c(=O)c(-c3ccccc3C)c(C)oc2c1	4	14	-16	14
95	COc1ccc2[nH]c(=O)c(CN(CCO)S(=O)(=O)c3ccc4c(c3)OCCO4)cc2c1	1	-14	16	-14
96	CCN(CC)CCn1c(NCc2ccccn2)nc2ccccc21	12	18	nt	nt
97	COc1ccc(-n2c(COc3cccc4ccccc34)nnc2SCC#N)cc1	0	4	-13	4
98	O=C(CN1CCOCC1)NC1CC2CCC1C2 (configuration not stated)	11	18	-39	18
99	c1ccc(OCCCCN2CCOCC2)cc1	8	11	12	11
100	S=c1[nH]c2ncccc2o1	4	31	19	31

Carrying on:
No.	SMILES	Yeast growth tox	Yeast growth tox inhibition %	eIF2B yeast act	eIF2B yeast act mutant toxicity
101	O=C(CSc1ncccn1)Nc1ccc(S(=O)(=O)N2CCCCC2)cc1	-15	-10	20	-10
102	COc1cccc(C2c3c(oc4ccc(Cl)cc4c3=O)C(=O)N2c2cc(C)on2)c1OC (configuration not stated)	16	8	22	8
103	COC(=O)c1cn(CCOc2ccccc2OC)c2ccccc12	nt	nt	7	nt
104	CC(=O)N1CCCc2cc(S(=O)(=O)N3CCN(c4ccccn4)CC3)ccc21	6	9	29	9
105	O=C(NC1CCS(=O)(=O)C1)c1cn(-c2ccccc2)nc1-c1ccccc1 (configuration not stated)	-2	4	2	4
106	CN1CCN(S(=O)(=O)c2ccc(Br)c3nsnc23)CC1	12	11	nt	nt
107	Cn1c(=O)c(C(=O)NC2CCCCCCC2)c(O)c2ccccc21	-23	26	-16	26
108	COc1ccc(CN(C(=O)CNC(=O)c2ccco2)C(C(=O)NC2CCCC2)c2ccco2)cc1 (configuration not stated)	6	3	nt	nt
109	COc1ccc2c(c1)cc1n2CCN2CCCN=C12	11	-19	16	-19
110	COc1ccc(-c2noc(COc3ccc4c(c3)OCO4)n2)cc1	6	-11	16	-11
111	CC(C)(C)CC(C)(C)NC(=O)CSCC(=O)Nc1ccc2ccccc2c1	-22	-29	20	-29
